MrgX1 antag: human MrgX1 receptor antagonism, primary screen | B-score at 10 µM | 310,000 compounds, 1.3% hits | MRGX1-HEK293 calcium flux, Fluo-4, BAM8-22 antagonism; hits give low values | Q96LB2;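 active = calcium-response B-score plate-corrected more than 3 library SD below zero, starting fluorescence within 5 deviations, no agonist response on first addition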;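 also: peak minus trough fluorescence over baseline after final BAM8-22 challenge near maximal dose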
TRPC4 inh: blocks the mouse TRPC4 cation channel; B-score at 10 µM; HEK293 TRPC4beta/mu-opioid, DAMGO-evoked Fluo4 calcium flux; hits give low values; 300,000 compounds, 0.39% hits;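 active = B-score over 3 SD under the library average, no early fluorescence shift, positive overall ratio signal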
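test system = HEK293 cells with stable TRPC4beta plus mu-opioid receptor expression | detection = Fluo4 Ca2+ flux fluorescence | read-out = integrated fluorescence ratio relative to baseline, converted to per-well B score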
TRPC6 inhibitor: inhibitors of mouse TRPC6 channel. Q61143. HEK293-TRPC6, membrane potential dye, ACh-evoked depolarization; hits give low values. B-score at 10 µM. 310,000 compounds, 1.1% hits. AID 2553;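 active = B-score under library mean minus 3 SD, initial fluorescence not abnormally high, positive integrated signal ratio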;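 also: B-score derived from integrated fluorescence ratio over the kinetic read; more negative B-score means stronger inhibition of depolarization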
Target sequence (Q61143 whole entry, looked up): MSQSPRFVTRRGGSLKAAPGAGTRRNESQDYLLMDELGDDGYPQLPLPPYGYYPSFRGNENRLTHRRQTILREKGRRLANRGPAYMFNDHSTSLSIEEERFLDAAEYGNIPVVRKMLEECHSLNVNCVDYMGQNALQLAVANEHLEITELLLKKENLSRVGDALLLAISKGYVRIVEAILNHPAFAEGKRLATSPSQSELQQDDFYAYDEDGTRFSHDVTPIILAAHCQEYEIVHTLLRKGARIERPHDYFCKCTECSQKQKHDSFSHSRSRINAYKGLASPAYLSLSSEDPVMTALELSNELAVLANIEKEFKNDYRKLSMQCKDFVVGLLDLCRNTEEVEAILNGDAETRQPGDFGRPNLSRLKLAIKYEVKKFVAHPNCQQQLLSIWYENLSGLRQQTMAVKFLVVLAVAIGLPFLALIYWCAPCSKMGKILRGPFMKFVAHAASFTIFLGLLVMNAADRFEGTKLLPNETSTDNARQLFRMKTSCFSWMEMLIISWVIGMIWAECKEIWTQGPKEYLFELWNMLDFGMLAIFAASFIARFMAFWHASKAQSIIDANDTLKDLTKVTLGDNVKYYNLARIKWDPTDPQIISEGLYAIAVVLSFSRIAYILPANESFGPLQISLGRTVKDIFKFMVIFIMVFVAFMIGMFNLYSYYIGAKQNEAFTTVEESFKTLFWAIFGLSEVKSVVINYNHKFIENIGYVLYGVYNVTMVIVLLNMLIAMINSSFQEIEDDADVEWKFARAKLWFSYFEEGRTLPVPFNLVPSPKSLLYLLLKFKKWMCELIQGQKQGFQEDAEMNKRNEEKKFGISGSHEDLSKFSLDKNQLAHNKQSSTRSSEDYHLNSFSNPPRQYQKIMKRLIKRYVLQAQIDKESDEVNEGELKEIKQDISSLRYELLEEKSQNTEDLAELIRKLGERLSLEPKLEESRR
TRPC6 act: activators of mouse TRPC6 channel. Q61143. HEK293-TRPC6 membrane potential dye fluorescence; hits give high values. B-score at 10 µM. 310,000 compounds, 0.13% hits;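 active = B-score of the integrated fluorescence ratio above library mean plus 3 SD, and starting fluorescence ratio within library mean plus 5 SD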;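 also: higher score means more depolarization so channel activation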
AI-2 QS modul: Vibrio harveyi AI-2 quorum sensing modulation | Vibrio harveyi JMH597 AI-2 luminescence/OD600 ratio, 9 h; hits give low values; strain lacks LuxN and CqsS sensors; 0 = neutral-control median | activity change, % at 7.5 µM | 300,000 compounds, 0.4% hits | AID 2094; in the data active = activity change below about -75%, passing the limit was not always enough;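 also: luminescence divided by OD600 gain over 9 h not by final OD600 alone; inactives centre near 13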
TRPC4 potent: TRPC4 (mouse) allosteric potentiation. HEK293 TRPC4beta/mu-opioid, DAMGO EC20, Fluo-4 Ca2+ flux; hits give high values. B-score at 10 µM. 310,000 compounds, 0.42% hits;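 active = B-score of calcium response area above 5 SD of library B-scores, with initial fluorescence ratio within 5 SD of library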;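 also: B-score of integrated fluorescence ratio over time as area under calcium response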
TRPC4 agonist: activators of mouse TRPC4 channel | Q9QUQ5 | HEK293 TRPC4beta/mu-opioid, Fluo4 calcium fluorescence; hits give high values | B-score at 10 µM | 310,000 compounds, 0.49% hits | AID 2237;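 active = B-score above 5 SD of library B-scores, and initial fluorescence ratio not above library mean plus 5 SD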;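 also: positive B-score marks a calcium rise read as TRPC4 activation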
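System – HEK293 cells stably co-expressing mouse TRPC4beta and mu-opioid receptor · Signal – Fluo4 calcium-sensitive dye fluorescence, kinetic, 1 Hz baseline · Benchmarks – buffer (low) and maximal DAMGO (high) · Read-out – B score of integrated fluorescence ratio per well · Incubation – dye loading 45 min room temperature, 110 s kinetic read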
MrgX1 PAM: human MrgX1 positive allosteric modulation, primary screen | 310,000 compounds, 0.63% hits | MrgX1-HEK293, Fluo-4 calcium flux, FDSS; hits give high values | B-score at 10 µM | Q96LB2 | AID 588675;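 active = plate-corrected calcium response at least 3 library SD above typical, normal starting fluorescence, not activating the receptor alone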;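 also: compound read alongside a low EC10 to EC30 dose of BAM8-22 agonist; peak minus trough fluorescence over baseline measured at the second addition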
MrgX1 ag: agonists of human MrgX1 receptor | Q96LB2 | MrgX1-HEK293 cells, Fluo-4 calcium fluorescence, agonist mode; hits give high values | B-score at 10 µM | 310,000 compounds, 0.44% hits;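 active = calcium response B-score plate-corrected fluorescence ratio at least 3 library SD, with starting fluorescence B-score inside 5 SD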
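Material: MrgX1-expressing HEK293 cells; input: 15,000 cells per well; doses: test compound given as first of three sequential additions; schedule: overnight plating before 1 h dye loading; technique: Fluo-4 NW calcium-flux fluorescence, kinetic read; evaluation: baseline-normalised fluorescence change ratio, B-scored; control set: plate-wise positive and negative controls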
HIF activator: HIF pathway transcriptional activation; AID 1910; U2OS HRE-luciferase reporter, luminescence; normalized: DMSO 0%, desferrioxamine 100%; 300,000 compounds, 0.32% hits; activation, % at 7.5 µM (by protocol);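 active = mean activation of at least 10% of the iron chelator positive control signal, with at least half of replicates also reaching 10%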
PolyA inh: yeast polyadenylation inhibition. calls only at 12 µM. S. cerevisiae SKY197-pL101 polyadenylation reporter, beta-gal luminescence; efflux-impaired pdr1/pdr3 knockout yeast; score 100 = 6 SD above DMSO. 300,000 compounds, 0.02% hits;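 active = lowest replicate activity score at least 50, where 100 means six control SD above control mean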;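 also: yeast exposed to compound for 9 h at 30 °C; higher score means more reporter readthrough which indicates perturbed polyadenylation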
Starred values were filed as active, the others as inactive; i = inactive; nt = no result given.

entry | Molecule | MrgX1 antag | TRPC4 inh | TRPC6 inhibitor | TRPC6 act | AI-2 QS modul | TRPC4 potent | TRPC4 agonist | MrgX1 PAM | MrgX1 ag | HIF activator | PolyA inh
1 | COc1ccc(C(=O)Nc2ccc(NC(=O)CSc3nnc(-c4ccncc4)n3C)cc2)cc1 | i | i | i | i | 9 | i | i | i | i | -0.4 | i
2 | COc1cccc2c1C(=O)CC1C2CCC2CC(=O)CCC21C (stereo not given) | i | i | i | i | 6 | i | i | i | i | 0.3 | i
3 | CCOc1ccccc1C(=O)Nc1nnc(CC)s1 | i | i | i | i | 6 | i | i | i | i | 1.0 | i
4 | COc1ccc2nc(NC(=O)CSc3nnc(N)s3)sc2c1 | i | i | i | i | 9 | i | i | i | i | 1.4 | i
5 | O=C(O)C1(S(=O)(=O)CCC(F)=C(F)F)CC1 | i | i | i | i | 13 | i | i | i | i | -0.5 | i
6 | CC/C(=N\NC(=O)CSCc1ccccc1Br)c1ccc2c(c1)OCCO2 | i | i | i | i | 31 | i | i | i | i | -0.3 | i
7 | O=C(Cn1cc([N+](=O)[O-])cn1)NCc1cc2ccccc2[nH]1 | i | i | i | i | -1 | i | i | i | i | -0.6 | i
8 | COc1cc(/C=C/c2cc[n+](C)cc2)ccc1OCC(=O)Nc1ccccc1 | i | i | i | i | 6 | i | i | i | i | 1.5 | i
9 | CCOC(=O)c1sc2nc(C)[nH]c(=S)c2c1C | nt | i | i | i | 47 | i | i | nt | nt | -0.1 | i
10 | CCn1c(Cc2c(C)[nH]c3ccccc23)nnc1SCC(=O)NCc1ccccc1 | i | i | i | i | 11 | i | i | i | i | 0.0 | i
11 | CCOC(=O)/C(C#N)=C1\CCCN1CC(N)=S | i | i | i | i | 14 | i | i | i | i | 0.3 | i
12 | Cc1ccc(S(=O)(=O)CC(=O)Nc2c(C)n(C)n(-c3ccccc3)c2=O)cc1 | i | i | i | i | 30 | i | i | i | i | -0.5 | i
13 | CCOc1ccc(C(=O)NCC(c2ccco2)N2CCOCC2)cc1 (stereo not given) | i | i | i | i | 20 | i | i | i | i | -26 | i
14 | Cc1cc(C)cc(CC(Cc2nc3ccccc3[nH]2)c2nc3ccccc3[nH]2)c1 (stereo not given) | i | i | i | i | 32 | i | i | i | i | 0.2 | i
15 | COc1ccc(-c2cc(C(F)(F)F)nc(N3CCCCCC3)n2)cc1 | i | i | i | i | 11 | i | i | i | i | 0.1 | i
16 | CSc1ccccc1NC(=O)c1noc(C)c1[N+](=O)[O-] | i | i | i | i | -6 | i | i | i | i | 0.2 | i
17 | COc1ccccc1C(=O)NNC(=O)c1ccc(NC(=O)c2ccccc2)cc1 | i | nt | i | i | 1 | i | i | i | i | 0.0 | i
18 | CCOc1ccccc1C(=O)n1nc(C)cc1C | i | i | i | i | 10 | i | i | i | i | -0.8 | i
19 | CC(=O)N1CCN(C2=NC(=O)/C(=C/c3ccc(OS(=O)(=O)c4ccccc4)cc3)S2)CC1 | i | i | i | i | 26 | i | i | i | i | -0.2 | i
20 | COc1cccc(-n2ccnc2SCC(=O)Nc2nccs2)c1 | i | i | i | i | 12 | i | i | i | i | 1.0 | i
21 | Cc1cc(=O)[nH]c(SCC(=O)Nc2ncc(S(=O)(=O)c3ccc([N+](=O)[O-])cc3)s2)n1 | i | i | i | i | 35 | i | i | i | i | -0.5 | i
22 | Nn1c(SCc2csc(-c3ccccc3)n2)nnc1-c1cccs1 | i | i | i | i | 5 | i | i | i | i | 2.2 | i
23 | COC(=O)C1C(=O)C2=C(CC1C)NC(C)=C(C(=O)OC1CCCCC1)C2c1ccc(N(C)C)cc1 (stereo not given) | i | i | i | i | 1 | i | i | i | i | -1.0 | i
24 | Nc1nc(SCC(=O)NCCN2CCOCC2)nc2sc3c(c12)CCC3 | i | i | i | i | 1 | i | i | i | i | 0.1 | i
25 | CCOc1ccccc1N(C)S(=O)(=O)c1ccc2c(c1)N(C(C)=O)CCO2 | i | i | i | i | 0 | i | i | i | i | -1.0 | i
26 | Cc1ccc(C(=O)NCc2ccc3c(c2)OCO3)cc1 | i | i | i | i | -41 | i | i | i | i | 0.3 | i
27 | O=C(CSc1nnc(-c2ccncc2)o1)NCc1ccccc1 | i | i | i | i | 3 | i | i | i | i | 0.4 | i
28 | Cc1onc(-c2ccccc2)c1C(=O)N/N=C/c1cc2c(cc1Br)OCO2 | i | i | i | i | 0 | i | i | i | i | -52 | i
29 | O=C1C=C(c2ccccc2)C(=O)N1Nc1ccccc1 | i | i | i | i | 24 | i | i | i | i | 0.5 | i
30 | Cc1ccccc1-n1c(C)cc(/C=C2/C(=N)N3C(c4ccccc4)=CSC3=NC2=O)c1C | i | i | i | i | 8 | i | i | i | i | -18 | i
31 | O=C(c1ccco1)N1C2C=CC(C2)C1(C(F)(F)F)C(F)(F)F (stereo not given) | i | i | i | i | 26 | i | i | i | i | 0.1 | i
32 | CCN(C(=O)c1ccco1)c1nnc(-c2cccnc2)s1 | i | i | i | i | 17 | i | i | i | i | 2.7 | i
33 | COc1cc(NC(=S)Nc2ccc(Br)cc2Cl)c(OC)cc1Cl | i | i | i | i | 16 | i | i | i | i | 0.0 | i
34 | CN(C)c1ccc(/C=N/NC2=NS(=O)(=O)c3ccccc32)cc1 | i | i | i | i | 12 | i | i | i | i | -0.1 | i
35 | Cc1onc(-c2ccccc2)c1C(=O)NCc1ccccn1 | i | i | i | i | 28 | i | i | i | i | 0.8 | i
36 | Cc1nnc(NC(=O)COc2ccc3c(C)cc(=O)oc3c2)s1 | i | i | i | i | 9 | i | i | i | i | 0.1 | i
37 | COC(=O)c1cccc(Nc2ccc([N+](=O)[O-])cn2)c1 | i | i | i | i | 0 | i | i | i | i | 0.3 | i
38 | NNC(=S)NCc1ccco1 | i | i | i | i | 22 | i | i | i | i | 0.3 | i
39 | CCOC(=O)c1cnc2cc(-c3ccc(C)cc3)nn2c1-c1ccccc1 | i | i | i | i | 25 | i | i | i | i | -0.2 | i
40 | Cc1ccc(C(=O)Nc2ccccc2C(=O)NCc2cccnc2)cc1 | i | i | i | i | 13 | i | i | i | i | 0.4 | i
41 | COC(=O)c1nnn(-c2nonc2N)c1CN1CCc2ccccc21 | i | i | i | i | 6 | i | i | i | i | -0.1 | i
42 | COc1cccc(CNC(=O)CNC(=O)c2cccs2)c1 | i | i | i | i | -14 | i | i | i | i | -0.4 | i
43 | CC(=O)c1cccc(N(C(=O)c2ccccn2)C(C(=O)NC2CCCCC2)c2ccccc2)c1 (stereo not given) | i | i | i | i | 14 | i | i | i | i | 39* | i
44 | Cc1cc(OC(=O)c2ccccc2Br)c([N+](=O)[O-])c(=O)[nH]1 | i | i | i | i | 9 | i | i | i | i | -0.1 | i
45 | CCOc1ccc(OCC(=O)NCCS(=O)(=O)N2CCN(c3ccc(F)cc3)CC2)cc1 | i | i | i | i | 42 | i | i | i | i | 0.0 | i
46 | CCOc1ccc(NC(=O)c2cccc(NC3=NC4CS(=O)(=O)CC4S3)c2)cc1 (stereo not given) | i | i | i | i | 7 | i | i | i | i | -0.1 | i
47 | Cc1ccnc2nc(C(=O)OCC(=O)NCCc3ccc(Cl)cc3)nn12 | i | i | i | i | 21 | i | i | i | i | 0.0 | i
48 | O=C(N/N=C/c1cccc([N+](=O)[O-])c1)c1cc(-c2ccccc2)nc2ccccc12 | i | i | i | i | 11 | i | i | i | i | -0.4 | i
49 | Cc1ccc(S(=O)(=O)N2CCN(CC(=O)N/N=C\c3ccc(O)c(O)c3)CC2)cc1 | i | i | i | i | 23 | i | i | i | i | 0.0 | i
50 | Cc1cc(C)c(NC(=O)CNC(=O)COC(=O)C2=COCCO2)c(C)c1 | i | i | i | i | 13 | i | i | i | i | -2.3 | nt
51 | COc1cccc(N2CCN(C(=O)CC(C)(C)CC3=NS(=O)(=O)c4ccccc4N3)CC2)c1 | i | i | i | i | 2 | i | i | i | i | -0.6 | i
52 | CC(=O)c1cccc(N(CC(=O)Nc2ccc(F)cc2)S(C)(=O)=O)c1 | i | i | i | i | 9 | i | i | i | i | 0.9 | i
53 | COc1ccc2[nH]c(=O)c(CN(c3ccc(C)c(C)c3)S(C)(=O)=O)cc2c1 | -4.5* | i | i | i | 16 | i | i | i | i | -0.4 | i
54 | COc1cccc2cc(-c3cc(=O)oc4ccc(OCC(C)=O)cc34)oc12 | i | i | i | i | 13 | i | i | i | i | 1.0 | i
55 | CCOc1ccc(NC(=S)NC(=O)c2cnn(CC)c2)c([N+](=O)[O-])c1 | nt | i | i | i | 13 | i | i | nt | nt | 0.4 | i
56 | O=C(NC1CCCCC1)c1cc(S(=O)(=O)N2CCOCC2)ccc1Cl | i | i | i | i | -11 | i | i | i | i | 0.1 | i
57 | Cc1csc(SCC(=O)Nc2cc(S(=O)(=O)N3CCCC3)ccc2Cl)n1 | i | i | i | i | 17 | i | i | i | i | -0.8 | i
58 | COc1ccc(-c2nnc(SCC(=O)NC(C)c3ccccc3)o2)cc1OC (stereo not given) | i | i | i | i | 14 | i | i | i | i | -0.1 | i
59 | Cc1noc(C)c1COC(=O)C(c1ccccc1)c1ccccc1 | i | i | i | i | 3 | i | i | i | i | 0.9 | i
60 | COc1ccc(C2C3=C(CCCC3=O)Nc3c(-c4ccccc4)c(C)nn32)cc1 (stereo not given) | i | i | i | i | 15 | i | i | i | i | -0.4 | i
61 | COC(=O)CNC(=O)C(C)NC(=O)CNC(=O)OCc1ccccc1 (stereo not given) | i | i | i | i | 17 | i | i | i | i | -0.4 | i
62 | COC(=O)CN(c1ccc(OC)cc1)S(=O)(=O)c1ccc(OC)c(OC)c1 | i | i | i | i | 10 | i | i | i | i | -1.4 | i

Quoted at random: 2 compounds from above, in no set order.
entry | Molecule | MrgX1 antag | TRPC4 inh | TRPC6 inhibitor | TRPC6 act | AI-2 QS modul | TRPC4 potent | TRPC4 agonist | MrgX1 PAM | MrgX1 ag | HIF activator | PolyA inh
62 | COC(=O)CN(c1ccc(OC)cc1)S(=O)(=O)c1ccc(OC)c(OC)c1 | i | i | i | i | 10 | i | i | i | i | -1.4 | i
48 | O=C(N/N=C/c1cccc([N+](=O)[O-])c1)c1cc(-c2ccccc2)nc2ccccc12 | i | i | i | i | 11 | i | i | i | i | -0.4 | i

Screening data deposited in PubChem BioAssay by several laboratories.

An excerpt; rates above refer to the full screens.
